Compound activity from PubChem BioAssay.
HEK293 viab: GF-AFC viability counterscreen for inhibitors of alpha-synuclein gene (SNCA) expression; AID 1671193, 2021; Potency, µM (titrated, usually from 57.1 µM), without a hit: top-dose activity change, negative = cytotoxicity, actives largely listed as cytotoxic; HEK-293-SNCA-luc viability, GF-AFC fluorescence, 24 h; 150,000 compounds, 0.12% hits;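 note: potency is the fitted concentration of half-maximal effect; 0% = DMSO-treated cells and -100% = medium-only wells without cells; nearly all actives have a fitted effect of over 30% in size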
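Cytotoxicity counterscreen: after 24 h compound treatment of genome-edited SNCA-luciferase HEK-293 cells, live-cell protease substrate GF-AFC read by fluorescence after 30 min; activity scaled between DMSO (0%) and medium-only (-100%), curves Hill-fitted.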
HEK293 tox: Cytotoxic Profiling in HEK 293 Cell Line of Diverse Libraries Using Quantitative High-Throughput Screening; Potency, µM (top dose mostly 115 µM), for the others: top-dose activity change, negative = cytotoxicity, usual class: inhibitors; 94,000 compounds, 6.6% hits; HEK 293 viability, ATP luminescence (CellTiter-Glo), 48-72 h; note: potency is the fitted concentration of half-maximal effect; nearly all actives have a fitted effect of over 60% in size
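250 HEK 293 cells/well; compound by pintool; incubated 48 or 72 hr at 37 degree Celsius; CellTiter-Glo added, 10 min RT, luminescence imaged.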
SNCA expr inh: Primary qHTS assay for inhibitors of alpha-synuclein gene (SNCA) expression | HEK-293 SNCA-luciferase knock-in, luminescence, 24 h | Potency, µM (top dose mostly 57.2 µM), for inactives: at the top dose activity change, negative = inhibition, actives largely listed as inhibitors | 140,000 compounds, 0.17% hits;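 note: potency is the fitted concentration of half-maximal effect; plate controls were DMSO cells for no effect and cell-free wells for full effect; nearly all actives have a fitted effect of over 45% in size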
GPT2 inh: Primary qHTS assay for inhibitors of Glutamate pyruvate transaminase 2 (GPT2); Alanine aminotransferase 2 (Homo sapiens), Q8TD30; Potency, µM (highest dose often 57.7 µM), for the others: top-dose activity change, negative = inhibition, usual class: inhibitors; AID 1671188, 2021; 100,000 compounds, 0.25% hits; Recombinant GPT2, coupled pyruvate oxidase/HRP Amplex Red fluorescence; note: potency is the fitted concentration of half-maximal effect; nearly all actives have a fitted effect of over 60% in size; many of its hits are not listed in these tables
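Inhibition is scored from Amplex Red fluorescence generated when pyruvate oxidase and HRP act on pyruvate released by GPT2. Reactions contain 10ng/uL enzyme, 250uM a-KG and 2mM L-alanine and run 30 min at room temperature.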
Luciferase inh: Firefly luciferase inhibition profiling of diverse chemical library using quantitative high-throughput screening; Luciferin 4-monooxygenase (Photinus pyralis), P08659; purified P. pyralis luciferase, luminescence, biochemical; Potency, µM (titrated, usually from 115 µM), without a hit: at the highest dose activity change, negative = inhibition, hits mostly inhibitors; 76,000 compounds, 2.5% hits; note: potency is the fitted concentration of half-maximal effect; nearly all actives have a fitted effect of over 65% in size
Target sequence (P08659 whole entry, looked up): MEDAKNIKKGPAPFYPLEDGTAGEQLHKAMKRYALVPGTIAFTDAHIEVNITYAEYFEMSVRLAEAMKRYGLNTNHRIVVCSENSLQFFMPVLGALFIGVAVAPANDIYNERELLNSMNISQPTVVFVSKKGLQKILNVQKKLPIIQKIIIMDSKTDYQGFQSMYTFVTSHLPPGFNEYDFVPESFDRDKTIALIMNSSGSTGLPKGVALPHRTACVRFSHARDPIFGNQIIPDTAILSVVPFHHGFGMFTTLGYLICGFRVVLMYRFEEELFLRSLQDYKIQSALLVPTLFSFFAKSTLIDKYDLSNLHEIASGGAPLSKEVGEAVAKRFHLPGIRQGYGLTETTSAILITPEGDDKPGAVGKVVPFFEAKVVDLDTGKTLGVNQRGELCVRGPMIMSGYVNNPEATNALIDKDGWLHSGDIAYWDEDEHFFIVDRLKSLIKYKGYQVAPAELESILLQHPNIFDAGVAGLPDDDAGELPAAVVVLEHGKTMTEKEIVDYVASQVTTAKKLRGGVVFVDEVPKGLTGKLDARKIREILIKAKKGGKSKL
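Cell-free enzyme assay, 10nM P. pyralis luciferase, luciferin and ATP each at 10uM. Inhibition profiled over a 6-point titration, read as luminescence.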
NIH3T3 tox: Cytotoxic Profiling in NIH 3T3 Cell Line of Diverse Libraries Using Quantitative High-Throughput Screening; NIH 3T3 viability, CellTiter-Glo ATP luminescence, 48-72 h; 94,000 compounds, 4.3% hits; Potency, µM (top dose mostly 96.7 µM), for the others: at the top dose activity change, negative = cytotoxicity, hits mostly inhibitors; note: potency is the fitted concentration of half-maximal effect; nearly all actives have a fitted effect of over 55% in size
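Mouse fibroblast NIH 3T3 cells, 400 per well, received compound via pintool and were incubated for 48 or 72 hr prior to CellTiter-Glo ATP luminescence measurement.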
IP6K1 inh: Primary qHTS assay for small molecule inhibitors of Inositol hexaphosphate kinase 1 (IP6K1) | Inositol hexakisphosphate kinase 1 (Homo sapiens), Q92551 | IP6K1 kinase, ADP-Glo luminescence, 2 h; hits give low values | activity change, % (series mostly up to about 58 µM) | 140,000 compounds, 0.81% hits | AID 1645851, 2021; in the data active = activity change below about -25%
Target sequence (Q92551 whole entry, looked up): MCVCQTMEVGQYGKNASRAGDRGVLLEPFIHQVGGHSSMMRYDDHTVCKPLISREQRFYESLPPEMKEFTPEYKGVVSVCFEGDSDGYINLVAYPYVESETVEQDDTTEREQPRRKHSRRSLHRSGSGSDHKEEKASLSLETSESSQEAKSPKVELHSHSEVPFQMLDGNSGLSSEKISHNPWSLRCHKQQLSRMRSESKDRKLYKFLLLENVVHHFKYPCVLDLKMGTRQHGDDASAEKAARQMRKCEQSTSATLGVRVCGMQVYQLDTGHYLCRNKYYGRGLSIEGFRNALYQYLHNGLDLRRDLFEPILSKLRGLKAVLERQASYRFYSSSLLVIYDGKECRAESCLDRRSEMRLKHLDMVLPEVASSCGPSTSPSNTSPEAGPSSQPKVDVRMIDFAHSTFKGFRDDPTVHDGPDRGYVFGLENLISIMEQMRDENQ
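ADP-Glo luminescence measures ADP made by human IP6K1 during a 2 h RT reaction with ATP/IP6 (mix at 1.3 mM/130 uM); top library doses 57.5 and 19.1 uM final.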
* hit, by the source's call; i = inactive; ? = inconclusive; nt = not tested or not shown; [ ] = remark or other dose. Unless noted, calls come from the whole dose curve; as a rule, active = well fitted curve in the direction sought with a large enough effect; inconclusive = small, poorly fitted or top-dose-only effect, or another doubt; inactive = no such curve, though single readings can be large; an effect the other way counts as inactive or inconclusive. Unless noted, % is set by controls: 0 for no effect and ±100 for the full control effect.

1	CCNC(=O)c1ccccc1-c1ccc(O)cc1
2	COc1ccc(NC(=O)CSc2nc3ccccc3n2Cc2cccc(OC)c2)cc1
3	O=C(N1CCCCC1)C1(c2ccc(Cl)cc2)CCOCC1
4	CN1CC(=O)N(c2ccc(Cl)cc2)Cc2c1ncnc2N1CCC(c2ccccc2)CC1
5	Cc1ccccc1C(=O)NCc1cccnc1Oc1cccc(C(F)(F)F)c1
6	O=C(NC1C[C@H]2CC[C@@H](C1)N2C(=O)CC1CCCC1)c1ccncc1 (some centres not stated)
7	Cn1nccc1C(=O)N1CCC2(CCCN(Cc3cccc(F)c3F)C2=O)C1 (configuration not stated)
8	O=C(NCc1ccccc1)C1CN(S(=O)(=O)c2cccnc2)CC12CCCCC2 (configuration not stated)
9	CN(C)C[C@@H]1CN(C)C[C@H]1NC(=O)c1cnn(C)c1
10	CCc1ccc(NC(=O)c2ccc(-c3ccccc3)s2)cc1

entry no.,1,2,3,4,5,6,7,8,9,10
HEK293 viab,4%,-9%,-4%,-21%,-8%,-4%,6%,0%,0%,8%
HEK293 tox,0%,nt,-23%,?,?,0%,-4%,-17%,i,nt
SNCA expr inh,22%,2%,45%[activator],?,-10%,-11%,12%,-4%,1%,11%
GPT2 inh,-9%,nt,-7%,1%,5%,i,i,i,-1%,nt
Luciferase inh,6%,nt,nt,5%,11%,1%,-6%,6%,-2%,nt
NIH3T3 tox,-9%,nt,3%,?,?,-1%,-23%,-17%,-4%,nt
IP6K1 inh,-1,0,-10,9,12,10,2,29,2,10

Entries listed so far containing a carbonyl joined to an NH by a bond outside any ring (seven):
1	CCNC(=O)c1ccccc1-c1ccc(O)cc1
2	COc1ccc(NC(=O)CSc2nc3ccccc3n2Cc2cccc(OC)c2)cc1
5	Cc1ccccc1C(=O)NCc1cccnc1Oc1cccc(C(F)(F)F)c1
6	O=C(NC1C[C@H]2CC[C@@H](C1)N2C(=O)CC1CCCC1)c1ccncc1 (some centres not stated)
8	O=C(NCc1ccccc1)C1CN(S(=O)(=O)c2cccnc2)CC12CCCCC2 (configuration not stated)
9	CN(C)C[C@@H]1CN(C)C[C@H]1NC(=O)c1cnn(C)c1
10	CCc1ccc(NC(=O)c2ccc(-c3ccccc3)s2)cc1

entry no.,1,2,5,6,8,9,10
HEK293 viab,4%,-9%,-8%,-4%,0%,0%,8%
HEK293 tox,0%,nt,?,0%,-17%,i,nt
SNCA expr inh,22%,2%,-10%,-11%,-4%,1%,11%
GPT2 inh,-9%,nt,5%,i,i,-1%,nt
Luciferase inh,6%,nt,11%,1%,6%,-2%,nt
NIH3T3 tox,-9%,nt,?,-1%,-17%,-4%,nt
IP6K1 inh,-1,0,12,10,29,2,10

Following part:
11	O=C(NCc1ccc(F)cc1)C1CCCN1C(=O)c1cccc(-c2ccccn2)c1 (configuration not stated)
12	O=C(C[C@@H]1CCNC[C@@H]1Cc1cc(-c2ccccc2)on1)NCc1cccs1
13	COc1cccc(C(=O)N2CCC3(CC2)CC(=O)N(c2ccccc2)c2ccccc2O3)c1
14	Cc1ccccc1CC(=O)N1CCCn2cc(-c3cccc(C#N)c3)nc21
15	CC(C)(Oc1ccccc1)C(=O)N1CCC2(CC1)CNC(C(=O)O)C2 (configuration not stated)
16	O=C(NC[C@H]1O[C@@H](CO)[C@@H](O)[C@H]1N1CCN(c2ccc(F)cc2)CC1)c1cccs1
17	CC(C)CCNC(=O)c1ccc2c(c1)N(C)C(=O)c1ccccc1S2
18	O=C(NCc1nnc2n1C(C(=O)O)CC2)c1ccc2c(c1)OC(F)(F)O2 (configuration not stated)
19	CSc1cccc(NC(=O)c2cc3c(COC(C)=O)cnc(C)c3oc2=O)c1
20	COc1ccc(C(=O)N[C@@H]2CCC[C@@H]2C(=O)NCCCn2cccn2)cc1

entry no.,11,12,13,14,15,16,17,18,19,20
HEK293 viab,-4%,-5%[87.6 µM],-12%,-11%,3%,0%,-6%,-5%,3%,-17%
HEK293 tox,-24%,89µM*,?,?,i,-1%,nt,i,nt,0%
SNCA expr inh,17%,31%[activator][87.6 µM],-13%,12%,0%,-6%,29%,-2%,16%,-27%
GPT2 inh,i,?,i,i,5%,3%,nt,-8%,nt,-3%
Luciferase inh,nt,-5%[172 µM],-8%,?,-9%,-6%,nt,nt,nt,-5%
NIH3T3 tox,-21%,?,-25%,-10%,-1%,2%,nt,i,nt,2%
IP6K1 inh,5,1,2,-10,-3,-1,13,0,7,16

The list continues:
Every second line gives: HEK293 viab, HEK293 tox, SNCA expr inh, GPT2 inh, Luciferase inh, NIH3T3 tox, IP6K1 inh
21	CSCC(=O)N[C@H]1CCN2C(=O)c3cc(Br)ccc3NC(=O)[C@@H]2C1
 : -3%[87.6 µM], -15%[172 µM], ?, -5%[88.5 µM], -3%[172 µM], 2%[174 µM], 14
22	CN1CCC(C)(CNc2ncc(C(C)(C)C(=O)O)c(N3CCOCC3)n2)C1 (configuration not stated)
 : 1%, -3%, -5%, 5%, -5%, -9%, 1
23	Cc1ccc(NC(=O)C2CCN(c3nc4ccccc4[nH]3)CC2)c(C)c1
 : -3%, nt, 12%, nt, nt, nt, 9
24	Cc1occc1C(=O)N1CCC2(CCCN(Cc3cccnc3)C2=O)C1 (configuration not stated)
 : 6%, -2%, 18%, i, -3%, -10%, 0
25	c1cc(-c2noc([C@@H]3CCCN3Cc3ncc[nH]3)n2)cc(N2CCCC2)n1
 : 1%[87.6 µM], 100µM*, 26%[87.6 µM], i, -15%[172 µM], ?, 17
26	COCCNC(=O)c1c(-c2ccc(F)cc2)noc1[C@H](C)O
 : 15%[87.6 µM], ?, 4%[87.6 µM], 4%[88.5 µM], 11%[172 µM], -12%[174 µM], -1
27	O=C(O)c1cc(-c2ccc3cc[nH]c3c2)cc(S(=O)(=O)N2CCSCC2)c1
 : -11%, -12%, 23%, 2%, -6%, -1%, 26
28	CCCCC(CC)COC(=O)c1ccccc1C(=O)O (configuration not stated)
 : 27%, nt, -6%, -3%[88.5 µM], nt, nt, 21
29	CN(C)S(=O)(=O)c1ccc2c(c1)N(CC(=O)N1CCN(c3ccc(F)cc3)CC1)CCS2
 : -17%, nt, -19%, nt, nt, nt, 35
30	O=C(CC1C(=O)OCCN1Cc1ccccc1)Nc1ccc(F)cc1 (configuration not stated)
 : -12%, nt, -8%, nt, nt, nt, 16
31	CC(C)CC(=O)N1CCCN(c2nnc3ccccn23)CC1
 : 13%, i, 1%, i, 5%, 4%, 10
32	COc1ccc(NC(=O)N2CCC3(CC2)SCC(=O)N3c2ccc(Cl)cc2)cc1
 : 8%, i, 16%, -22%, ?, -18%, -2
33	CCC1Oc2ccc(NC(=O)Cc3ccccc3)cc2CN(Cc2ccc3c(c2)OCO3)C1=O (configuration not stated)
 : 0%, 35µM*, -8%, -13%, -8%, ?, 7
34	Cc1ccc(C)c(-n2nnc(C(=O)Nc3ccc(Br)cc3)c2C)c1
 : 0%, nt, 231%[activator], nt, nt, nt, 7
35	Cc1cc(CNC(=O)C(C)Cn2nc(C)nc2C)c2[nH]c(-c3ccccc3)c(C)c2c1 (configuration not stated)
 : -23%, ?, 15%, -10%, 20µM*, ?, 13
36	CCOC(=O)c1ccc(CSc2nnc3cc(C)c4ccccc4n23)cc1
 : 7%, nt, 0%, nt, nt, nt, -36*
37	Cc1cc(NC(=O)COc2ccccc2)cc(-c2nc3ccccc3o2)c1O
 : 13%, nt, 54%[activator], nt, nt, nt, -22
38	Cc1cnc(C(=O)N[C@@H]2CN(Cc3ccccc3)C[C@H]2CO)cn1
 : -8%, -7%, 33%[activator], -6%, 5%, -3%, 9
39	CCOC(=O)c1c(S(=O)(=O)N2CCCC(C(=O)NCc3ccc(F)cc3)C2)c(C)n(CC)c1C (configuration not stated)
 : 7%, nt, 15%, nt, nt, nt, 28
40	C[C@]1(C2CCCC2)Cc2cc(OCC(=O)O)c(Cl)c(Cl)c2C1=O
 : 4%, nt, nt, -13%, nt, nt, -42*
41	CCC(=O)N1CCc2cc(Br)cc(S(=O)(=O)N3CCN(c4cccc(Cl)c4)CC3)c21
 : -7%, nt, 48%[activator], nt, nt, nt, 8
42	Cc1ccccc1-c1nn(-c2ccc(F)cc2F)cc1CN1CCCC1CCO (configuration not stated)
 : -22%, ?, -18%, -24%, 7%, -11%, 10
43	Cn1cccc1CN1CCCC(C(=O)NCc2ccccc2)CCNC(=O)CC1 (configuration not stated)
 : 0%, 79µM*, -12%, i, -5%, ?, 2
44	COc1ccc(NC(=O)N2CCC3(CC2)SCC(=O)N3c2ccc(F)cc2)cc1
 : -13%, 2%, 72%[activator], -4%, ?, ?, 5
45	O=C(Nc1ccc2[nH]ccc2c1)C1=NO[C@@H]2CN(c3ccccc3)C[C@H]12
 : 2%[87.6 µM], ?, 21%[87.6 µM], -4%[88.5 µM], ?, ?, -5
46	CCN(CC)C(=O)N1CCCC(Cc2ncc(C)n2Cc2ccc(F)cc2)C1 (configuration not stated)
 : 9%, ?, -3%, -11%, -9%, ?, -9
47	O=C1Nc2ccc(-c3cccc(C(F)(F)F)c3)cc2C(=O)N2CCN(C(=O)c3cccs3)C[C@H]12
 : -29%, 22µM*, -24%, 2%, -16%, 45µM*, -5
48	Cc1c(C(=O)N2CC[C@@H]3[C@@H](CCC(=O)N3CCN)C2)[nH]c2ccccc12
 : 4%, -1%, -19%, i, 0%, -2%, 4
49	CCc1ccc(CNC(=O)c2cccc(-n3cnc4cccnc43)c2C)cc1
 : 1%, nt, -25%, nt, nt, nt, -1
50	CCOc1ccc(S(=O)(=O)NCCc2csc3nc(-c4ccc(OC)c(OC)c4)nn23)cc1
 : -17%, nt, 42%[activator], nt, nt, nt, -4
51	C#CCNC(=O)c1ccc2nnc(-c3ccc(C(F)(F)F)cc3)n2c1
 : 7%, -3%, -4%, -3%, nt, -24%, 6
52	CC(C)n1cc(CN2C[C@@H]3C(=O)N(Cc4ccc5c(c4)OCO5)C(=O)[C@@H]3C2)c2ccccc21
 : -3%, ?, -5%, i, 6%, -22%, 22
53	Cc1c(CNC(C)CCc2ccccc2)c(C(=O)O)c(C)n1Cc1ccc(F)cc1 (configuration not stated)
 : -6%, nt, 8%, nt, nt, nt, 20
54	CCc1noc(-c2cccn3c(CNC(=O)C4CC4)nnc23)n1
 : -3%, -7%, -15%, i, 1%, 3%, -2
55	COCCN1CCCCCC(O)c2cc(C(=O)NCc3cc(OC)ccc3OC)ccc21 (configuration not stated)
 : -3%, ?, -4%, i, 2%, ?, 2
